# DUSP3 inh: VHR1 phosphatase inhibitors, primary screen, biochemical, absorbance, uHTS | Dual specificity protein phosphatase 3 (Homo sapiens), P51452 | recombinant VHR phosphatase, pNPP absorbance | inhibition, % at 13.3 µM | hit rate 0.52% among 290,000 | AID 1654, 2009; in the data active = inhibition above about 50%; also: some compounds called inactive have numbers as strong as hits
# Target sequence (P51452 whole entry, looked up): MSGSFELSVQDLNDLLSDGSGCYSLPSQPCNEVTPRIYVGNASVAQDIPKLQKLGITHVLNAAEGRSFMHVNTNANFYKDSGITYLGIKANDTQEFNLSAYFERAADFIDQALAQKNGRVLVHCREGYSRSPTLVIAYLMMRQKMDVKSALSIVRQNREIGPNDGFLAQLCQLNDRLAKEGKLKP
# Vc quorum ag: inducers of Vibrio cholerae quorum light production without autoinducers, primary screen, BH1578 luxS cqsA deficient, single point; V. cholerae BH1578 lux reporter, luminescence, 6 h; activation, % at 18.7 µM; hit rate 0.16% among 350,000; AID 588436, 2011; in the data active = activation mostly above about 9.7%, no sharp cut-off; also: not every result past the cut was called active; inactives centre near 0; reference of the scale not given here
# Mtb UGM inh: M. tuberculosis UGM enzyme inhibitors, primary screen, biochemical, fluorescence polarization, single point; purified UGM, fluorescence polarization probe displacement; inhibition, % at 10 µM; hit rate 0.06% among 320,000; in the data active = inhibition above about 10%, passing the limit was not always enough
# Target sequence (P9WIQ1 whole entry, looked up): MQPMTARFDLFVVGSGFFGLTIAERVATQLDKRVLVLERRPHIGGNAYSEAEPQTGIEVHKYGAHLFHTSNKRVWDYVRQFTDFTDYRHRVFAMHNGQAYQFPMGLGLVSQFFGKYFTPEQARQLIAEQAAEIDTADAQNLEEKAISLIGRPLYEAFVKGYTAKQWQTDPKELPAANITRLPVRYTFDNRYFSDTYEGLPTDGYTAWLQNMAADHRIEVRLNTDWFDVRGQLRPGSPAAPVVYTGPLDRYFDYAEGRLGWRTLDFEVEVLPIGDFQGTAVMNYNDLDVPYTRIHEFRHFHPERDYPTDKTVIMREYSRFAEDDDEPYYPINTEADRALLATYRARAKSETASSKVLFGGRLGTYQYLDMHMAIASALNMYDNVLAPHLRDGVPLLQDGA
# 3CLpro inhibitor: SARS-CoV 3CLpro protease inhibitors, primary screen, biochemical, quenched FRET. Replicase polyprotein 1ab (Severe acute respiratory syndrome coronavirus), P0C6X7. recombinant SARS-CoV 3CLpro, quenched FRET peptide cleavage. inhibition, % at 6 µM. hit rate 0.14% among 290,000. AID 1706, 2009; in the data active = inhibition above about 12%
# Mtb FBA inh: Mtb FBA enzyme inhibitors, primary screen, biochemical, fluorescence, strain H37Rv | purified M. tuberculosis FBA, fluorescence read-out | Fructose-bisphosphate aldolase (Mycobacterium tuberculosis (strain ATCC 25618 / H37Rv)), … | AID 588726, 2011 | inhibition, % at 1 µM | hit rate 2.3% among 360,000; in the data active = inhibition above about 27%;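 also: 0% = vehicle and 100% = reference inhibitor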
# Target sequence (P9WQA3 whole entry, looked up): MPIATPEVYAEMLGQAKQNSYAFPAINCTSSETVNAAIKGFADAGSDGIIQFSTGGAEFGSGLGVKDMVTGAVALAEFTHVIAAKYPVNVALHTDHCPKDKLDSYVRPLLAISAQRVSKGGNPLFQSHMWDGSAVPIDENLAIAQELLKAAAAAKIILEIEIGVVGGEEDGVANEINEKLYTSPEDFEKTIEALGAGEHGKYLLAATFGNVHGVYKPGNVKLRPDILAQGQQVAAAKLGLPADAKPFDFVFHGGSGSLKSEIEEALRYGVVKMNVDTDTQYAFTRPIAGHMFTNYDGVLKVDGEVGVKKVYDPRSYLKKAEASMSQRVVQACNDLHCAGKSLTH
# Mtb BioA inh: M. tuberculosis BioA enzyme inhibitors, primary screen, biochemical, plate reader, single point, HTS; 7,8-diaminopelargonic acid synthase BioA (Mycobacterium tuberculosis); purified M. tuberculosis BioA enzyme; inhibition, % at 9.99 µM; hit rate 0.096% among 360,000; in the data active = inhibition above about 40%
# PriA SSB inh: inhibitors of Klebsiella pneumoniae PriA binding to SSB C-terminal tail, primary screen, biochemical, AlphaScreen; inhibition, % at 33 µM; hit rate 0.6% among 430,000; AlphaScreen SSBct-PriA binding, biotinylated peptide; PriA–SSB C-terminal tail interaction (Klebsiella pneumoniae); AID 1272365, 2023; in the data active = inhibition mostly above about 37%, no sharp cut-off; inactive = mostly below about 20%;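 also: plate controls were negative control peptide for no effect and reference peptide for full effect; strong numbers were not always called active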
# GDH-TPI counter: GDH-TPI coupling enzyme inhibitors, primary screen, artefact control for M. tuberculosis FBA inhibitor project, biochemical, absorbance, full deck. GDH-TPI coupled enzyme counterscreen, NADH absorbance. inhibition, % at 4.8 µM. hit rate 1.2% among 360,000; in the data active = inhibition above about 30%;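 also: 0% = DMSO wells and 100% = wells lacking the enzyme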
# MazEF act: activators of E. coli MazEF toxin-antitoxin RNase, primary screen, biochemical, fluorescence, uHTS; Endoribonuclease toxin MazF (Escherichia coli (strain K12)), P0AE70; hit rate 0.32% among 350,000; FAM/BHQ RNA-DNA oligo cleavage fluorescence, 5 h; AID 504720, 2011; activation, % at 20 µM; in the data active = activation above about 50%
# Target sequence (P0AE70 whole entry, looked up): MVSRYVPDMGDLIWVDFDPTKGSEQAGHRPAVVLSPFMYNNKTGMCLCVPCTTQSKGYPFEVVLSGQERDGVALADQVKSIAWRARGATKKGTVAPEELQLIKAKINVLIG
# Rv3671c protease: Rv3671c serine protease inhibitors, primary screen, biochemical, fluorescence polarization, M. tuberculosis H37Rv; P9WHR9; hit rate 0.048% among 320,000; inhibition, % at 5.96 µM; in the data active = inhibition above about 38%;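 also: extracellular domain of Rv3671c used as enzyme; 0% = enzyme with DMSO and 100% = no enzyme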
# Starred values were filed as active, the others as inactive; i = inactive; . = no result given; & = joins results of further samples. Not all compounds are listed; rates above refer to the full screens.
SMILES,DUSP3 inh,Vc quorum ag,Mtb UGM inh,3CLpro inhibitor,Mtb FBA inh,Mtb BioA inh,PriA SSB inh,GDH-TPI counter,MazEF act,Rv3671c protease
CS(=O)(=O)N1N=C(c2cccs2)CC1c1ccccc1 (centres undefined),26,i,0.8,-1,1,0.3,-5,18,-10,-3
CCCOc1ccc(C2C(C(=O)/C=C/c3ccco3)=C(O)C(=O)N2CCN2CCOCC2)cc1OC (centres undefined),12,-0.7,-1.9,3,3,.,-1,6,0,-7
CC(C)C(NC(=O)c1ccco1)C(=O)NCC(c1ccco1)N1CCCCC1 (centres undefined),2,-0.4,-0.6,5,-2,-1.3,-18,10,5,-2
COC(=O)C1=C(C(=O)OC)C2c3ccccc3C1c1ccccc12,.,i,.,.,1,-1.2,-20,6,0,.
CCC(C)OC(=O)C1=C(C)NC(=O)CC1c1ccccc1OC (centres undefined),10,i,0.6,-3,1,-1.6,-5,6,2,-5
O=S(=O)(/N=C(/c1ccccc1Cl)N1CCOCC1)c1ccccc1,3,i,-1.6,6,-1,0.2,.,-1,-9,6
O=C(N1CCOCC1)N1CCN(C(c2ccccc2)c2ccccc2)CC1,11,-0.2,1.4,-10,-1,2.1,-6&-9,-2,-3,0
CCOC(=O)c1cccc(C2=C(CNC(=O)c3cccnc3)[C@H]3CC[C@@H](C2)N3Cc2ccccc2)c1,.,-2.1,.,.,4,21,.,8,10,.
Cc1onc(-c2c(F)cccc2Cl)c1C(=O)NNC(=O)C1CCN(Cc2cccc(F)c2)CC1,7,-0.9,1.6,1,-1,7.7,-2,-1,11,-2
CCCCNS(=O)(=O)c1ccc(NC(=O)c2c(-c3ccccc3Cl)noc2C)cc1,18,i,-0.3,4,1,2.7,-3,-9,1,-13
O=C(NN1C(=O)NC2(CCCCC2)C1=O)c1ccc(Cl)c(Cl)c1,.,i,-1.1,.,3,-1.1,-1,-5,-3,-1
Cc1ccc(C(=O)N2CC3(C(C)C)CN(C(=O)c4ccc(C)cc4)CC(C(C)C)(C2)C3=O)cc1,18,i,0.3,5,0,-0.6&-1.0,2,-7,-5,0
N/C(COc1ccc(F)cc1)=N\NC(=O)c1cccnc1Oc1ccccc1,17,i,-1.4,-2,-2,2.1,.,4,-1,8
O=C1CCC(C(=O)Nc2cccc3ccccc23)N1 (centres undefined),4,i,-3.0,-4,-3,1.0,-11,0,7,-2
O=C1CCCC(O)=C1N=Nc1c(Cl)cc(Cl)cc1Cl,19,3.6,-0.4,-1,-7,.,-1,9,3,14
CC1Sc2ccc(S(=O)(=O)N3CCC(C(=O)Nc4ccc(Cl)cc4)CC3)cc2NC1=O (centres undefined),10,0.0,-3.2,6,-1,-2.0,-5,8,6,-74
COc1ccc(C2=Nc3ccccc3OC2)cc1,20,i,1.6,-3,4,5.9,-3,15,4,-2
Cn1c2ccccc2c(=O)c2c(=O)n(Cc3ccco3)c(COc3ccccc3)nc21,24,-0.3,-1.2,2,1,.,3,11,20,-5
COC(=O)c1[nH]c2cc(OC)ccc2c1NC(=O)CN1CCN(c2cccc(C)c2)C(C)C1 (centres undefined),19,-0.3,2.6,-6,2,.,19,3,0,7
Cn1c(=O)[nH]c(=O)c2c1nc(N1CCCCCC1)n2CCOc1ccccc1,17,-0.2,-0.4,2,6,0.4,4,3,4,-3
COC(=O)C1=C(C)NC(=O)NC1c1ccc(-c2ccc(Cl)cc2)o1 (centres undefined),-1,-0.2,-2.4,10,-1,.,-19,2,12,4
C=CCn1c(SCC(=O)Nc2c(C)n(C)n(-c3ccccc3)c2=O)nnc1-c1cccnc1,.,-8.3,-0.6,.,1,-1.7,-13,8,0,3
CCSCC1COC(c2cccn2Cc2ccc(C)cc2)=N1 (centres undefined),6,-1.4,2.3,-2,-2,-3.5,-14,10,-10,-4
O=C(COC(=O)c1ccc(S(=O)(=O)N2CCCC2)cc1)NCc1ccc(F)cc1,20,i,-1.5,2,1,-0.2,-13,8,-1,1
CC(C)c1ccc(/C=N/NC(=O)CCNC(=O)c2ccccc2)cc1,40,-3.8,-3.6,-3,-5,1.3,.,1,5,-4

# Record cards (already shown). Order of values: DUSP3 inh | Vc quorum ag | Mtb UGM inh | 3CLpro inhibitor | Mtb FBA inh | Mtb BioA inh | PriA SSB inh | GDH-TPI counter | MazEF act | Rv3671c protease
# `CCSCC1COC(c2cccn2Cc2ccc(C)cc2)=N1` (centres undefined) is listed with 6 | -1.4 | 2.3 | -2 | -2 | -3.5 | -14 | 10 | -10 | -4
# `O=C(COC(=O)c1ccc(S(=O)(=O)N2CCCC2)cc1)NCc1ccc(F)cc1` is listed with 20 | i | -1.5 | 2 | 1 | -0.2 | -13 | 8 | -1 | 1
# `CCOC(=O)c1cccc(C2=C(CNC(=O)c3cccnc3)[C@H]3CC[C@@H](C2)N3Cc2ccccc2)c1` is listed with . | -2.1 | . | . | 4 | 21 | . | 8 | 10 | .

# (list continues)
SMILES,DUSP3 inh,Vc quorum ag,Mtb UGM inh,3CLpro inhibitor,Mtb FBA inh,Mtb BioA inh,PriA SSB inh,GDH-TPI counter,MazEF act,Rv3671c protease
COc1ccc(Br)c(Cn2c(C)c(C(=O)NCc3cccc([N+](=O)[O-])c3)sc2=O)c1,.,i,.,.,1,0.4,.,0,.,.
CCOC(=O)Cc1csc(NC(=O)c2ccc(F)cc2)n1,10,-0.5,-2.9,-4,-5,0.3,-21,3,5,-5
CCOC(=O)c1c(-c2ccccc2Cl)cn2ccccc12,-12,0.2,-0.7,-3,61*,0.9,-2,12,-19,2
Cn1c(SCC(=O)N2CCCc3ccccc32)nnc1-c1c[nH]c2ccccc12,13,-1.0,1.8,5,3,1.5,-5,-4,8,-8
CCN(CC)c1ccc(NC(=O)CCCCCN2C(=O)c3ccccc3C2=O)cc1,8,3.3,2.4,2,-2,.,25,-5,-1,0
CCCCNCc1cc(Cl)c(OCCC)c(OCC)c1,24,i,-2.6,3,2,0.4,-27,-3,6,-4
Cc1cccc(Cl)c1NC(=S)N1CCN(c2ccc([N+](=O)[O-])cn2)CC1,25,-0.5,-0.5,2,-4,.,-4,17,-2,-2
CCCCC1C(=O)CC[C@H]2[C@@H]1CC(=O)[C@@H]2C/C=C\CCCC(=O)O (some centres undefined),-3,i,-0.9,2,-1,-0.3,-10,4,2,-4
O=C(CSc1nc2ncc(Br)cc2[nH]1)Nc1ccc2c(c1)OCO2,20,-4.5,-0.4,5,2,-0.2,4,9,7,-8
Cc1cc([N+](=O)[O-])nn1CC(=O)N1N=C(C(F)F)CC1(O)C(F)F (centres undefined),5,-0.3,2.2,-2,1,-3.4,-8,2,4,7
COc1cc(C(O)c2nc(-c3ccc(N(C)C)cc3)cs2)ccc1F (centres undefined),.,i,.,.,-2,-1.4,.,10,.,.
O=C(NCCCO)C(=O)NCC1OCCCN1S(=O)(=O)c1cccs1 (centres undefined),2,-0.8,0.3,0,5,-4.7,-8,2,-7,-13
CC(CCCC(C)(C)O)NCc1cn[nH]c1-c1ccc2c(c1)OCO2 (centres undefined),22,0.6,-0.3,0,-1,-0.1,29,1,-5,0
Cc1ccc2occ(C3NC(C(=O)O)CS3)c(=O)c2c1 (centres undefined),2,-0.4,0.2,2,0,.,0,0,6,-2
CC(C)C(=O)NCCSc1c[nH]c2ccccc12,-15,-1.5,-0.8,0,0,0.5,7,6,8,11
CCOC(=O)CC(=O)Nc1nc2ccccc2s1,-2,0.5,0.2,-3,2,-2.0,-14,1,7,-9
O=C(Nc1cccc(F)c1)NC1(C(=O)N2CCOCC2)CCCCC1,7,-0.3,-3.1,1,1,.,-12,2,1,4
O=C(CCn1cccc1)Nc1ccc(F)cc1,-2,.,0.6,-2,-3,0.3,-1,6,-6,-1
CCOC(=O)c1cc(S(=O)(=O)NCc2ccco2)cn1C,29,-0.2,-1.4,-1,11,-0.2,-20,15,-8,-5
CN(Cc1cccc2ccccc12)C(=O)c1cc(COc2c(F)cccc2F)on1,-5,0.6,2.1,-3,-2,-1.0,-33,-9,-3,-7
O=C(O)C1=C[C@@H](c2ccc(Br)cc2)C[C@@H](OCc2ccc(CO)cc2)O1,10,-0.9,-1.0,3,0,5.2&2.3,-7,9,-2,0
COc1ccccc1C(NC(=O)C1CCN(CCOc2ccc3ccccc3c2)CC1)c1ccccn1 (centres undefined),.,-0.1,.,.,3,-0.4,.,13,.,.
CC1(C(=O)NCCc2c[nH]c3ccccc23)C=CC2(CCCCC2)N1C(=O)c1ccccc1 (centres undefined),13,-0.7,-3.2,-6,1,-0.6,-5,5,3,5
Cc1ccc(Cn2c(=O)c3c(nc4n3CCN4Cc3ccco3)n(C)c2=O)cc1,36,i,-1.0,-6,3,1.3,-3,7,5,4
COc1cc(Cl)c(CN2CCCC(CO)(Cc3ccccc3F)C2)cc1OC (centres undefined),16,i,1.9,-1,0,-1.7,9,6,-6,3

# Additional structures follow:
SMILES,DUSP3 inh,Vc quorum ag,Mtb UGM inh,3CLpro inhibitor,Mtb FBA inh,Mtb BioA inh,PriA SSB inh,GDH-TPI counter,MazEF act,Rv3671c protease
CCCCCCOC(=O)C1=C(C)NC(=O)NC1c1ccc(O)cc1 (centres undefined),-27,-3.6,0.2,3,-2,-0.5,-20,1,-1,-5
O=C(OCC(=O)N1CCCCC1)c1cc2ccccc2cc1O,4,1.5,-2.9,6,2,-0.8,2,-10,2,4
CNC(=O)C1CCN(S(=O)(=O)c2c(C)noc2/C=C/c2cccc(C)c2)CC1,-37,i,-1.9,1,-1,12,-18,30,4,0
CS(=O)(=O)N1CCC(Oc2ccccc2C(=O)N2CCNC(=O)C2)CC1,21,i,-0.1,6,-3,.,-11,-7,7,-2
CCCCC(=O)NC(c1ccccc1Cl)c1c(O)ccc2ccccc12 (centres undefined),-5,-0.7,-2.0,5,1,0.4,0,-13,2,8
C/C(=N\Nc1nc(C(C)(C)C)cs1)c1ccc(O)cc1,1,i,-0.9,-2,3,-1.3,.,15,8,2
O=C(NC1CCCC1)C1CCCN(S(=O)(=O)c2cccc3cccnc23)C1 (centres undefined),-6,-0.4,-1.4,-3,3,-1.9,-10,8,7,3
O=C(NCCc1ccc(Cl)cc1Cl)c1cccnc1,-14,i,-0.6,2,7,4.9,-10,-7,5,-7
N#Cc1ccc(-n2nnc3ccccc3c2=O)c([N+](=O)[O-])c1,.,-0.5,-0.5,.,1,-1.7,-4,-2,11,3
O=C(CSc1nc(-c2ccco2)cc(C(F)(F)F)n1)NC1CCCC1,0,i,-0.7,-2,0,-0.9,0,3,4,5
O=C(O)CC(NC(=O)Cc1ccccc1)c1cc([N+](=O)[O-])ccc1Cl (centres undefined),0,-0.4,-1.3,1,-3,-1.0,-7,-7,4,-3
O=C(NCc1ccco1)c1cc2n(n1)C(C(F)(F)F)CC(c1ccc(F)cc1)N2 (centres undefined),6,-0.1,-1.7,8,3,1.9,-7,12,-2,2

# 3 of the compounds above, as tab-separated lines:
Compound	DUSP3 inh	Vc quorum ag	Mtb UGM inh	3CLpro inhibitor	Mtb FBA inh	Mtb BioA inh	PriA SSB inh	GDH-TPI counter	MazEF act	Rv3671c protease
O=C(NCCc1ccc(Cl)cc1Cl)c1cccnc1	-14	i	-0.6	2	7	4.9	-10	-7	5	-7
N#Cc1ccc(-n2nnc3ccccc3c2=O)c([N+](=O)[O-])c1	.	-0.5	-0.5	.	1	-1.7	-4	-2	11	3
O=C(CSc1nc(-c2ccco2)cc(C(F)(F)F)n1)NC1CCCC1	0	i	-0.7	-2	0	-0.9	0	3	4	5

# Assay outcomes: PubChem BioAssay, several laboratories
